Screens deposited in PubChem BioAssay by several laboratories.
TROY signal inh – TROY signaling inhibition. Q293 LMP1-TROYcd NF-kB luciferase reporter, 4 h. inhibition, % at 10 µM. actives 0.98% (n = 360,000). AID 1347056;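 active = compounds whose plate-normalised and pattern-corrected inhibition of the luciferase reporter signal at the single screening dose is 50% or more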
Exocytosis inh – blocks lytic granule exocytosis; AID 651702; actives 0.66% (n = 360,000); inhibition, % at 10 µM; TALL-104 LAMP-1 surface exposure, flow cytometry; cells stimulated with thapsigargin and PMA;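 active = inhibition above about 55%, limit read from the data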
NCOA1 inh – inhibits human SRC1 coactivator | HEK293 GAL4-SRC1 luciferase reporter, luminescence | inhibition, % at 3.6 µM | actives 0.12% (n = 360,000);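 active = inhibition above the campaign mean plus 3 SD, with each screening campaign given its own cutoff, cut at about 60% in these data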;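 note: 0% = DMSO treated cells and 100% = gossypol at 36 µM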
LRH-1 inv ag – inverse agonists of human LRH-1 (NR5A2); HEK293T StAR-luciferase reporter, LRH-1 transfected, 24 h; O00482; inhibition, % at 3.6 µM; actives 0.13% (n = 360,000);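 active = inhibition above the mean inhibition of all tested compounds plus 3 SD, cut at about 73% in these data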;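 note: 0% = DMSO wells and 100% = reporter-only cells lacking LRH-1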
TLR9-MyD88 inh – inhibitors of human TLR9-MyD88 binding. Q9NR96+Q99836. CHO BLA complementation TLR9-MyD88, CCF4 FRET ratio. inhibition, % at 4.98 µM. actives 0.21% (n = 340,000). AID 504734;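 active = inhibition above the mean over all tested compounds plus 3 SD, cut at about 21% in these data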;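 note: 0% = DMSO only wells and 100% = clavulanate BLA inhibitor control wells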
ABHD5 PLIN5 PPI – blocks binding of human ABHD5 to perilipin-5 | actives 0.78% (n = 360,000) | Q00G26+Q8WTS1 | inhibition, % at 4 µM | Split G. princeps luciferase complementation, luminescence, 4 h | AID 602281;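 active = inhibition above the mean inhibition across every tested compound plus 3 SD, cut at about 22% in these data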;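 note: 0% = DMSO only wells and the 100% control is not disclosed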
SRC2 inh – inhibits human steroid receptor coactivator 2 | AID 651957 | actives 0.17% (n = 370,000) | Q15596 | inhibition, % at 9 µM | HEK293 GAL4-SRC2 luciferase reporter, luminescence;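 active = inhibition above the mean inhibition of all tested compounds plus 3 SD, set per campaign, cut at about 52% in these data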;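 note: 0% = DMSO treated cells and 100% = cells given Gossypol at 36 µM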
NCOA3 inh – inhibits human SRC3 coactivator. Q9Y6Q9. actives 0.17% (n = 360,000). AID 588352. inhibition, % at 3.6 µM. HEK293 GAL4-SRC3 luciferase reporter, luminescence;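 active = inhibition above a per-campaign cutoff, the mean of all compounds plus 3 SD, cut at about 60% in these data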;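 note: 0% = DMSO-treated cells and 100% = gossypol-treated cells at 36 µM; higher means less SRC3-driven luciferase light from the GAL4 reporter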
Target sequence (Q9Y6Q9 whole entry, looked up, the tested form may be a part): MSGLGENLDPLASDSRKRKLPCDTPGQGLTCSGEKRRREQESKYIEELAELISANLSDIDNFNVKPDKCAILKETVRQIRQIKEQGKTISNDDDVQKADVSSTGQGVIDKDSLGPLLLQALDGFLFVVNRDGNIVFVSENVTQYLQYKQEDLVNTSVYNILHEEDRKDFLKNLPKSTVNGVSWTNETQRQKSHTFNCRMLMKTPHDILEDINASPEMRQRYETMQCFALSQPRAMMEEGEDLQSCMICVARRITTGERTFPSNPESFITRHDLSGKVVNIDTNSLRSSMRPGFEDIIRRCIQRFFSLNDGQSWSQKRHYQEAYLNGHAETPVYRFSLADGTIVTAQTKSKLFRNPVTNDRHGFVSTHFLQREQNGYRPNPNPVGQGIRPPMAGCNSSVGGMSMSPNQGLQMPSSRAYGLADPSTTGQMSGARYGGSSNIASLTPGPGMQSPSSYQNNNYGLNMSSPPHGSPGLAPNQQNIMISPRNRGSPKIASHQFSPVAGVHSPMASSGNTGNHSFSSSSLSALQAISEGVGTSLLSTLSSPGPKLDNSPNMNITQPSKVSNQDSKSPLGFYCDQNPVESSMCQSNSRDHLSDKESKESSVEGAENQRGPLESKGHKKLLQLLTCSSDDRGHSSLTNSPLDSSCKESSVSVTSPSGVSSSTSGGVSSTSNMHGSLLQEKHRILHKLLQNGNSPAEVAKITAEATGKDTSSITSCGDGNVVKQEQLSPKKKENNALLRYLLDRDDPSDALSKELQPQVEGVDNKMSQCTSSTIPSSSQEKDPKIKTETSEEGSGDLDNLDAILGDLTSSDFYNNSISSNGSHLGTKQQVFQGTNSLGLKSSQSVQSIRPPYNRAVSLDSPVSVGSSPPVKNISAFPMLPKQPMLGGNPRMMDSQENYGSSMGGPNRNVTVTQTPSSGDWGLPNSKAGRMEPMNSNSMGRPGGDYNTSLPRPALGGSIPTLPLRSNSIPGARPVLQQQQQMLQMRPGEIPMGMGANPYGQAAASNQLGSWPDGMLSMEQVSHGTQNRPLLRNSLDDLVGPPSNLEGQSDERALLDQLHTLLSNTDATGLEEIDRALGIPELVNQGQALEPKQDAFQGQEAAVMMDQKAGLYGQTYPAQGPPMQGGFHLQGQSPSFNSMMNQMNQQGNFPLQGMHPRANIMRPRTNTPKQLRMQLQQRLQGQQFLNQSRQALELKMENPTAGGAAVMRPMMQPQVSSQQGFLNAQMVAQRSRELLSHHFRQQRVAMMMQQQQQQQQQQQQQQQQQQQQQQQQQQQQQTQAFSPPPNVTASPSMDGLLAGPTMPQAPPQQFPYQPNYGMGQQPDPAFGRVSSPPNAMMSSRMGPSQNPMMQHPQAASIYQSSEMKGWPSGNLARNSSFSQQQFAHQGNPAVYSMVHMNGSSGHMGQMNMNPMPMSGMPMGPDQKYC
NR2F2 inh – NR2F2 (human) inhibition, primary screen | P24468 | HEK293T NGFI-A luciferase reporter, luminescence | inhibition, % at 8.6 µM | actives 0.7% (n = 370,000);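 active = inhibition above a per-plate cutoff, mean inhibition of test wells between control levels plus 3 SD, cut at about 38% in these data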;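 note: cells cotransfected with COUP-TFII expression vector driving the NGFI-A reporter; 0% = median of COUP-TF2 test wells and 100% = reporter-only cells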
NOD2 RIPK2 PPI – blocks binding of human NOD2 to RIPK2; CHO BLA complementation NOD2-RIPK2, CCF4 ratio; actives 0.38% (n = 360,000); inhibition, % at 4.98 µM; in the data active = inhibition above about 21%;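 note: 0% = vehicle only and 100% = reference blocker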
TWEAK-Fn14 inh – TWEAK-Fn14 signaling inhibition; TWEAK-stimulated Fn14 reporter cells, luciferase luminescence, 8 h; inhibition, % at 10 µM; actives 2% (n = 360,000); AID 1159606; in the data active = inhibition above about 50%
* marks the source's active call; other numbers are inactive results; . = not tested or not shown. An excerpt, so the mix of outcomes need not match the whole.

The opening 2 entries as a preview:
structure	TROY signal inh	Exocytosis inh	NCOA1 inh	LRH-1 inv ag	TLR9-MyD88 inh	ABHD5 PLIN5 PPI	SRC2 inh	NCOA3 inh	NR2F2 inh	NOD2 RIPK2 PPI	TWEAK-Fn14 inh
Cc1ccccc1OCCCCN1CCCCC1	11	-5	-3	2	-17	-4	16	-8	-11	10	-1
CC(C1CCN(Cc2cn(C)nc2-c2cccc(Cl)c2)CC1)N1CCOCC1 (stereo unspecified)	-3	19	-1	3	-14	-2	-26	8	6	-3	-1

The whole of this part, from the first entry:
structure	TROY signal inh	Exocytosis inh	NCOA1 inh	LRH-1 inv ag	TLR9-MyD88 inh	ABHD5 PLIN5 PPI	SRC2 inh	NCOA3 inh	NR2F2 inh	NOD2 RIPK2 PPI	TWEAK-Fn14 inh
Cc1ccccc1OCCCCN1CCCCC1	11	-5	-3	2	-17	-4	16	-8	-11	10	-1
CC(C1CCN(Cc2cn(C)nc2-c2cccc(Cl)c2)CC1)N1CCOCC1 (stereo unspecified)	-3	19	-1	3	-14	-2	-26	8	6	-3	-1
Cc1cc(C)c(NC(=O)COC(=O)c2nc3nccc(C)n3n2)c(Cl)c1	-17	3	3	1	1	6	12	-14	3	-4	-1
COc1cccc(SCc2noc(C(=O)NC(C)C)c2C(=O)O)c1	-21	0	-10	-7	0	7	-3	-2	-2	-7	-2
OCc1ccccc1-c1cccc2nccn12	5	-7	-12	11	.	-2	.	19	.	-12	-12
NS(=O)(=O)c1ccc(NC(=S)NC(=O)C2CCCC2)cc1	15	-1	-10	8	-9	-3	-11	-5	0	-14	-1
C=CCN(C(=O)CNC(=O)c1ccco1)C(C(=O)NC1CCCCC1)c1ccccc1 (stereo unspecified)	3	-3	9	9	-6	0	3	-3	16	-4	-2
Cc1ccc(NC(=O)c2cccs2)cc1S(=O)(=O)N(C)C	-30	-1	-11	-17	-7	7	-11	-9	-10	7	-3
O=C1C(c2ccccc2)C(c2ccccc2)NC(c2ccccc2)C1c1ccccc1 (stereo unspecified)	-8	1	-14	11	1	-1	-2	-5	3	-1	-20
COc1ccc(C(C)(O)c2nc(-c3ccc(OC)c(OC)c3)cs2)cc1 (stereo unspecified)	-6	1	-3	17	.	-11	0	2	-9	-10	-17
COc1ccccc1NC(=O)Nc1ccccc1Br	-20	-7	-32	3	-10	-1	-7	3	2	-10	-17
CCCNC(=O)C1(C)CCCN(C(=O)c2ccc3snnc3c2)C1 (stereo unspecified)	-10	-4	5	-18	.	-5	-5	-13	2	-6	9
O=C(NNC(=O)c1cc(S(=O)(=O)N2CCOCC2)ccc1Cl)c1ccc(F)cc1	6	1	5	0	4	8	-8	-2	-11	0	5
CC(C)(O)/C=C1/Oc2ccccc2C1N1CCCCC1 (stereo unspecified)	1	-1	11	-6	-10	-2	-16	16	-4	-2	9
Nc1nc(CSc2ccc(Cl)cc2)nc(N2CCCCC2)n1	-16	-4	-41	7	9	-4	-3	16	-3	6	15
CC(C)C(=O)NC(NC(=O)C(C)C)c1ccc([N+](=O)[O-])cc1	-7	-3	2	1	0	6	1	17	-6	-18	-1
COc1ccc(-c2nn(-c3ccccc3)cc2/C=N/Nc2ccc(Cl)c(C(=O)O)c2)cc1OC	-1	15	11	-9	6	-3	-15	21	-10	2	-7
O=C1c2cccc3cc([N+](=O)[O-])cc(c23)C(=O)N1c1ccccc1O	-23	-2	-25	-2	5	-6	-6	1	-4	-1	-2
c1ccc2c(c1)sc1nnnn12	9	2	12	5	-2	-2	0	-9	9	9	-1
NS(=O)(=O)c1ccc(Cc2ncc(C(F)(F)F)cc2Cl)s1	-17	-2	1	0	-5	0	6	-10	-4	5	4
O=C(NCCCCc1ccccc1)c1ccccc1	-29	2	3	9	8	0	-18	12	2	5	23
Cc1ccccc1NC(=S)N(CCCN1CCC(C)CC1)Cc1ccco1	6	-2	7	-16	-9	5	11	12	8	-11	2
COc1ccc(CN2C(=O)C(CC(C)C)Nc3ncnc(N4CCN(c5ccccn5)CC4)c32)cc1 (stereo unspecified)	-4	10	3	-7	-9	2	-35	-7	17	-2	-18
OCCC1CN(Cc2cccnc2)CCN1CCc1ccccc1 (stereo unspecified)	-5	0	-5	-5	-1	-9	-15	-4	-7	-3	2
O=C(NNc1cc(N2CCOCC2)nc(N2CCOCC2)n1)c1ccc([N+](=O)[O-])cc1	13	0	-3	16	-18	-14	-5	12	2	-1	-33

(next part)
structure	TROY signal inh	Exocytosis inh	NCOA1 inh	LRH-1 inv ag	TLR9-MyD88 inh	ABHD5 PLIN5 PPI	SRC2 inh	NCOA3 inh	NR2F2 inh	NOD2 RIPK2 PPI	TWEAK-Fn14 inh
O=C1CCCN1c1ccc([N+](=O)[O-])cc1	-18	-1	2	-9	10	-2	5	-1	-5	-5	10
c1ccc(-n2ncc3c(NCc4cccnc4)ncnc32)cc1	-45	8	-56	-73	-7	0	-18	-51	-16	-11	-4
Cc1nn(C(=O)c2cccs2)c(N)c1-c1ccccc1	-41	-2	-79	-136	4	-7	-44	-128	-38	2	-28
COc1ccc(OCC(=O)Sc2ccc(C)cc2)cc1	6	-3	-15	6	4	-12	-17	18	7	4	-17
CCOCCOC(=O)c1ccc(NC(=O)c2cc3ccccc3o2)cc1	8	3	-36	-46	2	6	-53	-33	-4	-2	-16
Cc1cccc(C)c1OCc1cc(C(=O)N2CCN(c3ccccc3)CC2C)no1 (stereo unspecified)	-17	-2	-31	-1	11	11	11	-5	8	-10	-12
O=S(=O)(Nc1ccc(Cl)cn1)c1ccc(Cl)cc1	-1	-2	-22	18	7	0	27	4	-14	11	-3
O=C(CN(Cc1ccccc1F)C(=O)Cn1nnc(-c2cccs2)n1)NCC1CCCO1 (stereo unspecified)	-15	8	-3	-12	6	-7	9	29	7	0	9
O=C(CC(CC(=O)c1ccccc1)c1ccncc1)c1ccccc1	-9	-8	4	4	-1	15	-9	10	-13	9	7
CCOC(=O)c1cc(C#N)c(Oc2ccccc2)nc1-c1ccccc1	-25	0	-8	10	-2	-13	6	-17	12	-8	6
CC(C)Cc1cc(C(=O)N2CCCC(C(=O)c3cc(F)ccc3F)C2)n(C)n1 (stereo unspecified)	-7	29	7	-17	-3	-6	1	-15	-5	-2	-8
COc1ccc2nc(NC(=O)NC3CCCCC3)sc2c1	-63	5	-41	-93	0	4	-51	-24	-34	7	-43
Cc1cc(C)cc(NC(=O)c2c(C)nc3ccccn23)c1	12	0	-4	-45	-6	-5	0	3	-12	-5	-13
CC(=O)c1ccc(N(CC(=O)NC2CCCC2)C(=O)c2csnn2)cc1	3	-9	-8	-5	8	9	10	0	-17	-1	13
COc1ccc(N(CC(=O)Nc2cccc([N+](=O)[O-])c2C)S(C)(=O)=O)cc1OC	11	-2	1	13	-4	-3	-8	0	1	1	9
Cc1cc(C(=O)OCC(=O)NCCN2C(=O)CSC2=O)ccc1[N+](=O)[O-]	-6	-12	-5	-38	-10	2	-2	7	13	-1	11
CCC(C)N(C(=O)COC(=O)COc1c(C)cc(C)cc1C)C1CCS(=O)(=O)C1 (stereo unspecified)	0	7	17	8	-9	1	-9	24	-10	-13	1
COC(=O)c1ccc(-c2ccc(/C=N/NC(=O)Cc3nnc(N)s3)o2)cc1	-14	16	-37	-12	0	6	-25	-31	-24	-1	-13
O=C(COC(=O)c1ccc[nH]c1=O)NC1CCCCC1	9	-1	10	-8	-9	-3	22	11	14	-7	6
COc1ccc(CNC(=O)C2CCC(=O)N(CCCN3CCCC3=O)C2)cc1 (stereo unspecified)	3	1	2	2	-2	6	-10	13	8	-12	-2
OC(COc1ccc2ccccc2c1)Cn1ccnc1 (stereo unspecified)	-3	0	1	17	7	2	1	1	0	-8	-3
CCOc1ccc(N2CC(NS(=O)(=O)c3cccs3)CC2=O)cc1 (stereo unspecified)	0	12	2	10	7	-8	-15	3	-4	7	6
O=C(NC12CC3CC(CC(C3)C1)C2)N(Cc1ccccc1)Cc1ccncc1	-16	-2	10	-1	-9	-6	-11	10	-6	6	11
COc1ccc2[nH]cc(CCNC(C)=O)c2c1	-3	-1	12	0	4	1	-13	-13	-17	-12	-6
Cc1c(-c2ccccc2)nc2ccccc2c1C(=O)O	-5	0	11	6	4	14	.	18	.	-3	3

(further entries)
structure	TROY signal inh	Exocytosis inh	NCOA1 inh	LRH-1 inv ag	TLR9-MyD88 inh	ABHD5 PLIN5 PPI	SRC2 inh	NCOA3 inh	NR2F2 inh	NOD2 RIPK2 PPI	TWEAK-Fn14 inh
CC(C)c1ccc(N=C2NN=C(c3cccs3)CS2)cc1	-8	-2	-79	-73	-5	1	-59	-49	-34	-10	-11
CC(=O)N1CCC2(CC1)C/C(=N\NC(=S)Nc1ccccc1C)c1cc(O)ccc1O2	12	-5	2	-10	-5	-10	-53	1	0	6	-13
CCc1cccc(CC)c1NC(=O)C(CC)Sc1nc2ccsc2c(=O)n1CCC(=O)O (stereo unspecified)	2	20	8	12	-6	-2	-17	8	-5	-6	-29
C[C@@H]1[C@H](O)C[C@@]23COC(=O)C2=CCC[C@@H]3[C@@]1(C)CC/C(=C/CO)CO	3	-3	1	-13	-11	2	-5	3	-4	2	-18
COc1ccccc1N1CCN(CCCCN2C(=O)c3ccccc3C2=O)CC1	8	0	-3	0	-4	1	0	4	-2	-1	-9
CCOc1ccccc1C(=O)Nc1ccc(S(=O)(=O)N2CCN(C)CC2)cc1	3	18	-19	12	1	2	-16	-5	9	3	-1
Clc1nnc(N/N=C/c2ccccc2)c2ccccc12	-30	2	-74	-4	-1	5	-45	-86	-14	5	-14
NC(=O)N/N=C/c1sc(N2CCCCC2)nc1-c1cccs1	3	-2	-17	7	-4	-13	-25	-11	-7	0	0
CCOC(=O)c1c(N)sc(C(=O)Nc2ccc3c(c2)OCO3)c1C	42	1	-114	-153	-15	-4	-20	-110	-28	-3	79*
Nc1cccc(-c2cn3cccnc3n2)c1	-9	-4	-13	-6	-3	-8	-60	-15	-24	1	-5
Cc1cc(NC(=O)CC2CCCC2)n(-c2nc3ccccc3[nH]2)n1	4	6	-1	13	-6	-7	-14	4	-7	-1	-13
N#CCCN(C(=O)COC(=O)c1ccc2c(=O)n3c(nc2c1)CCC3)c1ccc(F)cc1	19	6	25	8	6	-4	9	17	1	-6	5
Cc1cc(N)ccc1N1CCCC1	14	1	-11	-6	-5	-2	.	-1	.	-5	-3
CCOC(=O)SC1=N/C(=C\c2ccc(N(C)C)cc2)C(=O)S1	15	-1	-16	5	4	-5	-11	2	-10	0	4
NS(=O)(=O)c1ccc(S(=O)(=O)N(Cc2ccccc2F)CC2CCCO2)cc1 (stereo unspecified)	-20	1	-51	-11	-2	-6	-25	11	-2	6	0
C=CCC1(CC=C)CCCN1C(=O)C1CCC(=O)N(Cc2ccc(Cl)cc2)C1 (stereo unspecified)	-43	-2	-98	-57	-6	-9	-50	-43	-7	7	-29
CC(C(=O)N1CCCC1)N(C)CC(=O)Nc1cccc(F)c1 (stereo unspecified)	3	3	-15	5	-13	3	8	8	-3	-2	-13
CN(C)C1=NCCN1CCc1cccc(F)c1	-5	3	-19	-1	5	-12	-35	2	-19	0	17
CC(C)Cc1oc(C(=O)O)cc1CN1CCOCC1	11	-3	-11	2	3	-1	18	-22	1	-3	-11
CCOC(=O)Cn1c(=O)n(Cc2ccc(C)cc2)c(=O)c2cccnc21	-2	4	-4	-7	-4	-10	-3	-9	17	3	20
